hK5 inh – inhibitors of human kallikrein 5; recombinant hK5, fluorogenic AMC substrate cleavage; inhibition, % at 5 µM; 210,000 tested, 0.59% active; AID 873;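 active = inhibition of 40% or more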;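 also: 0% = enzyme controls without compound and 100% = no-enzyme blanks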
Target sequence (Q9Y337 67-293 limits assumed): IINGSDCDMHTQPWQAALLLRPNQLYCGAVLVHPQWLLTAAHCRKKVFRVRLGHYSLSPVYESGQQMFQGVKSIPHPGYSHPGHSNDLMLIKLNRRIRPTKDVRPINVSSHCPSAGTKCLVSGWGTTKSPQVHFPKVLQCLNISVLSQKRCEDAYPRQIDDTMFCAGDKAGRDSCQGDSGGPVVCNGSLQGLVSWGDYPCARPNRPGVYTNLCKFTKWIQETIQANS
Thrombin inh – inhibitors of human thrombin | inhibition, % at 5 µM | 220,000 tested, 0.26% active | AID 1046 | alpha-thrombin, Boc-VPR-AMC fluorogenic substrate cleavage;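 active = inhibition at or above 40%; inactive = inhibition below 40%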;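 also: 0% = enzyme with no compound and 100% = wells without enzyme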
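Material: human alpha-thrombin enzyme / Medium: pH 7.5 Tris (50 mM) with NaCl 150 mM, Tween 20 0.05% / Compound: single-point dosing at 5 µM, 0.2% DMSO / Incubation: enzyme reaction carried out at room temperature / Detection: AMC fluorescence, 355/460 nm / Read-out basis: percent inhibition scaled between no-compound controls and no-enzyme blanks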
FXIa inh – factor XIa (human) inhibition | P03951 | inhibition, % at 5 µM | purified FXIa, Boc-Glu-Ala-Arg-AMC fluorogenic substrate | 220,000 tested, 0.14% active;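 active = inhibition of at least 40%; inactive = inhibition below 40%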;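 also: fluorescence of freed AMC excited at 355 nm; 0% = enzyme without compound and 100% = no enzyme blank; many of its hits are not listed in these tables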
PERK inhibitor – blocks human PERK kinase; Q9NZJ5; CHO PERK-DD fusion, SEAP luminescence translation reporter; inhibition, % at 5.6 µM; 220,000 tested, 0.17% active;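 active = inhibition above the mean inhibition of all tested compounds plus 3 SD, set separately per screening campaign, cut at about 2.9% in these data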;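 also: PERK kinase domain activated by AP20187 dimerizer at 100 nM; 0% = DMSO with dimerizer and 100% = rapamycin at 8.4 µM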
Cl transport mod – modulates chloride dependent transport by human KCC2 | Q9H2X9 | KCC2 cells, thallium flux FluoZin-2 fluorescence | B-score of Tl+ flux slope (higher = more flux/activation; lower = inhibition) at 10 µM | 190,000 tested, 2.2% active | AID 1456;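 active = thallium flux slope and its plate-corrected score both differing from the plate sample mean at a set confidence after two filtering rounds, in either direction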;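 also: slope of fluorescence scaled to starting intensity during 10 to 20 s after thallium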
Furin inh – blocks human furin protease activity; P09958; purified furin, fluorogenic substrate cleavage; inhibition, % at 30 µM; 220,000 tested, 0.061% active; AID 463115; in the data active = inhibition above about 25%; also: inactives centre near -15
Rad51 HR inh – blocks human Rad51 in homologous recombination; hRad51 DNA strand exchange, fluorescence dequenching; Q06609; 200,000 tested, 0.085% active; inhibition, % at 10 µM;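 active = inhibition above 40% at the single screening dose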;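 also: 0% = DMSO control wells and 100% = blanks with heterologous ssDNA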
Target sequence (Q06609 whole entry, looked up): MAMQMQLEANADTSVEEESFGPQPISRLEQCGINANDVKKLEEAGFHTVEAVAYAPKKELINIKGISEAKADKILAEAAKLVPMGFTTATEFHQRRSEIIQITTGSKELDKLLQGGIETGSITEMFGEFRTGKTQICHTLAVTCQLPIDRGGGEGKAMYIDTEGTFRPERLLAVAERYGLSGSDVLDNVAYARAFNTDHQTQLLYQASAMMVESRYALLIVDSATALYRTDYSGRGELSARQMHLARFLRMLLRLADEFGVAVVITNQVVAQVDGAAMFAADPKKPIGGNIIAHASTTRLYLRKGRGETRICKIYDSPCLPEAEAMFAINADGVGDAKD
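System: hRad51 filaments on single-stranded DNA; reagent: Fluorescein- and BHQ1-tagged 47-mer duplex; compound dosing: one concentration, 10 µM final; timing: filaments 15 min 37 °C, then compound 30 min; measured by: fluorescein emission 520 nm, excitation 485 nm; benchmarks: per-plate controls and blanks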
m-calpain inh – blocks pig calpain II enzyme activity | purified calpain II, fluorogenic peptide substrate, 30 min | inhibition, % at 16 µM | 220,000 tested, 0.37% active | AID 1236;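 active = inhibition above about 50%, limit read from the data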
FXIIa inh 1536 – factor XIIa (human) inhibition. inhibition, % at 5 µM. 220,000 tested, 0.3% active. purified FXIIa, Boc-QGR-AMC fluorogenic substrate, 2 h. P00748; in the data active = inhibition above about 40%;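 also: 0% = enzyme with no compound and 100% = blank without enzyme; many of its hits are not listed in these tables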
* hit, by the source's call; nt = no result given; [ ] = another dose, or the depositor's remark. Some of the compounds tested, so the mix of outcomes need not match the whole.

SMILES	hK5 inh	Thrombin inh	FXIa inh	PERK inhibitor	Cl transport mod	Furin inh	Rad51 HR inh	m-calpain inh	FXIIa inh 1536
CC(=O)Nc1ccc(CN2CCC(CO)(CCOc3ccccc3)CC2)cc1	19	-1	3	0.4	nt	-22	nt	0	5
O=C(OCc1cncs1)c1ccccc1	-5	3	-3	1.9	0.019	-20	29	1	7
CCCCc1nc2ccc(S(=O)(=O)O)cc2[nH]1	1	-4	-1	1.1	0.64	-19	nt	15	6
CCN1CCN(C(=O)c2ccc(N3CC4CC(C3)c3cccc(=O)n3C4)c([N+](=O)[O-])c2)CC1 (stereo unspecified)	2	-3	3	0.9	0.17	-23	5	30	7
COc1ccccc1CN(C(=O)Cc1cccs1)C(C(=O)NC1CCCC1)c1ccncc1 (stereo unspecified)	-7	0	1	-0.2	nt	-28[20 µM]	0	7	6
CC(=O)OC1c2ccccc2C(=O)N1Cc1ccccc1Cl (stereo unspecified)	-4	-4	-7	0.8	-0.14	-11	1	3	1
Cc1ccc(O)c(C(=O)c2cnn(-c3ccccc3)c2)c1	-29	-5	17	-0.4	-0.023	-8[20 µM]	6	13	11
COCCNc1nnc(SCC(=O)N2CCN(S(=O)(=O)c3ccccc3)CC2)s1	-17	-9	-1	0.9	-0.61	-17	-5	-5	3
COc1ccc(S(=O)(=O)Nc2ccc(NC(C)=O)cc2)cc1OC	-4	-10	-1	0.9	nt	-22[20 µM]	-3	-34	-4
CC(=O)c1csc(COc2ccc(Cl)cc2)n1	-7	0	-6	0.7	0.34	-9	8	-15	3
COc1ccc(N=C(C)C2=C(O)c3ccccc3C2=O)cc1	-18	3	6	1.0	0.024	3	3	13	13
O=C(NCc1nnc(SCC(=O)N2CCOCC2)o1)c1cccs1	-17	2	-7	0.0	1.2	-19	-15	31	0
CCC(C)c1ccc(NC(=S)Nc2ccc(OC)cc2C)cc1 (stereo unspecified)	-4	-8	5	0.1	-0.17	-5	-8	8	4
N#Cc1nc(N)nc(N(c2ccccc2)c2ccccc2)n1	-24	-5	-11	1.2	nt	-14	5	-28	7
O=C(CSc1ccc(F)cc1)Nc1ccccc1Br	1	-2	0	0.4	-0.36	-17	nt	-2	6
O=C(c1ccco1)N1CCN(C(=S)NC2CC3CCC2C3)CC1 (stereo unspecified)	-4	-7	-4	-0.2	0.54	-12	10	22	0
Cc1cc(C)nc(SCc2nc(N)nc(-c3ccccc3O)n2)n1	6	-7	5	-0.2	nt	9[20 µM]	0	-15	12
Cc1ccc(-n2c(=O)c3cc4c(=O)n(-c5ccc(C)c(C)c5)c(=O)c4c(C(=O)c4ccc(C(=O)O)cc4)c3c2=O)cc1C	-7	-10	-4	0.4	-1.4	-15	10	28	-2
COc1ccc(-c2ccoc2)cc1[C@H]1[C@H]2C=CC[C@@H](C)[C@@H]2C(=O)N1Cc1ccccc1	0	-24	-2	nt	-0.72	-23	5	-17	4
O=C(c1ccccc1)c1ccc2nc(N3CCN(C(=O)c4ccco4)CC3)c3nncn3c2c1	-9	-2	4	nt	-1.4	-6	0	-68	12
Cc1ccc(C)c(N2CCN(C(=O)c3ccc(CSc4nc5ccncc5[nH]4)cc3)CC2)c1	-12	-3	-5	0.0	-1.9	-10	-1	-28	1
CCc1nnc(NC(=O)c2ccc(S(=O)(=O)N(C)c3ccccc3)cc2)o1	-27	-5	1	-0.1	0.12	-13	-8	-17	-7
CCOC(=O)C1(CCCc2ccccc2)CCN(Cc2ccn[nH]2)CC1	nt	-3	-1	1.5	-2.1	-31	33	-25	6
COc1ccc(NC(=O)N2CCCC2C(=O)Nc2ccccc2)cc1 (stereo unspecified)	-4	4	3	-0.7	1.2	-9[20 µM]	-8	-8	13
CCOc1ccccc1C1CC(=O)Nc2cc3c(cc21)OCCO3 (stereo unspecified)	2	0	-6	0.0	nt	-15	2	7	-1

(next part)
SMILES	hK5 inh	Thrombin inh	FXIa inh	PERK inhibitor	Cl transport mod	Furin inh	Rad51 HR inh	m-calpain inh	FXIIa inh 1536
Cc1ccc(-n2c([S-])c(C(=O)Nc3ccc(OC(F)F)cc3)[n+]3ccc(C(=O)NCCO)cc23)cc1C	1	0	0	-0.1	-0.023	-20	-11	-18	12
Cc1ccc(S(=O)(=O)NCC(=O)N/N=C/c2ccccc2O)cc1	-6	-6	-4	1.0	0.69	-26	2	-258	2
COC(=O)/C(=C/c1ccco1)NC(=O)c1ccco1	-18	-3	8	0.9	-0.046	-2	-8	5	14
CCCn1c(SCC(=O)NCc2ccc(F)cc2)n[nH]c1=O	0	7	2	1.3	-1.9	-19	28	20	11
Cc1ccc(S(=O)(=O)N(CCC(=O)Nc2ccc(OC(F)(F)F)cc2)c2ccccc2)cc1	-17	-15	1	0.8	0.023	-25	10	24	2
COc1cc2[nH]c(=S)n(CCN3CCOCC3)c(=O)c2cc1OC	104*	13	8	0.0	0.45	-28[20 µM]	-10	19	-12
CCCn1nnc(NC(=O)/C=C/c2ccccc2)n1	4	-3	0	0.1	0.67	-19	6	11	8
COc1ccc(CNC(=O)CCNS(=O)(=O)c2ccc(C)cc2)cc1	5	-3	-3	-0.1	-0.71	-13[20 µM]	1	-39	5
COc1ccc(NC(=O)Cn2c(-c3ccccc3)cc(C(C)=O)c2C)c(OC)c1	6	4	-1	1.4	-1.6	-20	2	9	7
Cc1ccc(CO/N=C/c2c(O)cc(C)oc2=O)cc1	-26	-5	-14	-0.5	nt	-23	0	-17	5
CCN(CC)S(=O)(=O)c1ccc2c(c1)c(=O)c(C(=O)N1CCOCC1)cn2C	3	-2	-5	0.4	-0.043	-22	9	-47	10
Cc1cc(C)n2nc(SCC(=O)N/N=C/c3ccccc3F)nc2n1	-11	3	3	0.4	-0.72	-13[20 µM]	nt	20	8
CCOc1ccc(NC(=S)NCCCc2ccccc2)cc1	2	-4	-2	0.5	-3	-20	-8	-7	9
CC1C/C(=N\NC(N)=S)c2cc(Cl)ccc2S1 (stereo unspecified)	1	-5	-1	-0.4	3.2	-15	1	-26	3
Clc1ccc2c(c1)C1=C(C(c3ccncc3)O2)C(c2ccc(Br)cc2)n2ncnc2N1 (stereo unspecified)	-2	0	-4	0.1	-0.15	-17[20 µM]	-8	-96	3
CCC(C)(C)NC(=O)CCCSc1nc2ccccc2s1	10	-5	-6	-0.5	-1.7	-18	-12	5	7
CCC(C(=O)O)N1C(=O)/C(=C/c2cccn2C)SC1=S (stereo unspecified)	-15	-6	9	0.6	-0.37	24	-79	-3	11
CCC(C(=O)c1ccccc1)P(=O)(NN)c1ccccc1 (stereo unspecified)	1	-5	-2	-1.8	0.15	-7	8	-18	5
CCOc1ccc(NC(=O)C2Cc3ccccc3CN2S(=O)(=O)CC)cc1 (stereo unspecified)	4	-11	-1	1.1	0.04	-24	8	-163	7
O=C(CNC(=O)c1ccc2c(c1)OCCO2)N/N=C/c1ccc(Cl)cc1	-2	-2	7	0.3	-0.97	-32	-4	-16	2
Cc1ccc(C(=O)N(NC2=NS(=O)(=O)c3ccccc32)S(=O)(=O)c2ccc(C)cc2)cc1	-25	13	4	0.8	0.58	-17[20 µM]	-11	-33	15
O=C(CC12CCC(CC1)C2)NCc1ccc2c(c1)OCO2	-8	-5	-5	-0.2	-0.77	-23[20 µM]	-6	15	1
CCCCOC(=O)CSc1nc2c(c(=O)[nH]c(=O)n2C)n1C/C=C(\C)Cl	-3	3	3	1.5	0.09	-5	-1	37	9
Cc1nc2ccc(Cl)cc2c(-c2ccccc2Cl)c1CC(=O)O	-14	2	7	1.6	-0.26	-1	-8	-3	14
CC(Sc1nncn1C)C(=O)Nc1nnc(C(C)C)s1 (stereo unspecified)	-1	0	-3	2.9	0.76	-23	-5	-2	11

(list continues)
SMILES	hK5 inh	Thrombin inh	FXIa inh	PERK inhibitor	Cl transport mod	Furin inh	Rad51 HR inh	m-calpain inh	FXIIa inh 1536
Cc1ccc(/C=C/c2nc3ccccc3c(=O)n2CCc2ccccc2)cc1	-1	-6	5	1.2	-0.92	-30	-7	2	-3
CCOC(=O)c1c(C)nc2c(c(SC)nn2-c2ccccc2)c1N	-18	-2	-1	-0.2	nt	-8[20 µM]	0	0	5
N#Cc1ccc(-c2ccc(F)cc2)nc1SCC(=O)Nc1sc2c(c1C#N)CCC2	-2	-3	0	0.2	-0.032	-25[20 µM]	-2	-157	7
COC(=O)Cn1c(=NC(=O)c2cc(OC)c(OC)c(OC)c2)sc2cc(OC)ccc21	1	-6	-5	-0.6	0.68	-14	-5	-165	-5
COc1ccccc1N1CCN(C2CCN(S(=O)(=O)c3ccc4ccccc4c3)CC2)CC1	3	-2	1	0.0	-0.16	-12[20 µM]	6	-9	11
COc1ccccc1NC1=C(Cl)C(=O)N(C2CCCCC2)C1=O	-6	0	-6	0.9	nt	-6	nt	37	6
COc1cc(/C=C/C(=O)O)cc(S(=O)(=O)NC2CCCC2)c1OC	0	-1	-2	1.7	1.6	-26	19	-34	9
Cc1c(/C=N/NC(=O)C(C)(C)Oc2ccc(Cl)cc2)cnn1C	-3	-5	-3	1.1	0.05	-21[20 µM]	nt	-16	5
CCCc1nc2c([nH]1)C(c1cccnc1)C(C#N)=C(N)O2 (stereo unspecified)	-11	-5	-1	0.9	0.76	-23	14	-1	4
O=C(Oc1cccc(Br)c1)c1cccnc1	0	-3	-2	0.5	-0.025	-15	-2	-16	9
NC(=O)[C@H](Cc1cc2ccccc2s1)NC(=O)[C@@H]1CC2(CC(c3cccc(NC(=O)[C@@H]4CCC(=O)N4)c3)=NO2)CN1C(=O)/C=C/c1c(F)cccc1Cl (stereo partly specified)	-7	-1	-1	0.8	-0.75	-15[20 µM]	-2	-200	8
CCCOCCOC(=O)c1[nH]c2c(c1C)C(=O)CC(c1cc(OC)ccc1OC)C2 (stereo unspecified)	-1	1	1	-0.7	-0.62	-18	-2	7	-7
NNc1nc2c(-c3ccc(Cl)cc3)nnn2c2ccccc12	1	-4	-3	0.3	0.49	-29	-11	-139	4
NC(=O)CC(NC(=O)c1ccccc1)c1ccc(NC2CCCC2)c([N+](=O)[O-])c1 (stereo unspecified)	2	-1	3	nt	-0.96	-30	0	1	7
COc1ccc(CNC(=O)CN(Cc2ccccc2)C(=O)c2csnn2)cc1	3	-19	1	-0.2	0.65	-21[20 µM]	0	-42	-5
Cc1cc(Cl)c(OCCOCCN2CCCC(C)C2)c(Br)c1 (stereo unspecified)	15	1	5	0.1	-0.2	-10	nt	23	11
COc1ccc(OCC(=O)Nc2nnc(C)s2)cc1	-3	1	0	0.1	-0.61	-14[20 µM]	11	15	7

In another format: results already given.
Structure | hK5 inh | Thrombin inh | FXIa inh | PERK inhibitor | Cl transport mod | Furin inh | Rad51 HR inh | m-calpain inh | FXIIa inh 1536
COc1ccccc1N1CCN(C2CCN(S(=O)(=O)c3ccc4ccccc4c3)CC2)CC1 | 3 | -2 | 1 | 0.0 | -0.16 | -12[20 µM] | 6 | -9 | 11
COc1ccccc1NC1=C(Cl)C(=O)N(C2CCCCC2)C1=O | -6 | 0 | -6 | 0.9 | nt | -6 | nt | 37 | 6
COc1cc(/C=C/C(=O)O)cc(S(=O)(=O)NC2CCCC2)c1OC | 0 | -1 | -2 | 1.7 | 1.6 | -26 | 19 | -34 | 9
Cc1c(/C=N/NC(=O)C(C)(C)Oc2ccc(Cl)cc2)cnn1C | -3 | -5 | -3 | 1.1 | 0.05 | -21[20 µM] | nt | -16 | 5
CCCc1nc2c([nH]1)C(c1cccnc1)C(C#N)=C(N)O2 (stereo unspecified) | -11 | -5 | -1 | 0.9 | 0.76 | -23 | 14 | -1 | 4

Screening results from PubChem.
